Rpn11 block – blocks the human proteasome subunit Rpn11; O00487; human 26S proteasome, Ub4-pepOG fluorescence polarization; 20S core pre-blocked with epoxomicin; calls only at 20 µM; hit rate 0.59% among 360,000; AID 588493;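 active means inhibition at 20 µM, scaled to each plate's controls, above about 33%, limit read from the data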
Target sequence (O00487 whole entry, looked up): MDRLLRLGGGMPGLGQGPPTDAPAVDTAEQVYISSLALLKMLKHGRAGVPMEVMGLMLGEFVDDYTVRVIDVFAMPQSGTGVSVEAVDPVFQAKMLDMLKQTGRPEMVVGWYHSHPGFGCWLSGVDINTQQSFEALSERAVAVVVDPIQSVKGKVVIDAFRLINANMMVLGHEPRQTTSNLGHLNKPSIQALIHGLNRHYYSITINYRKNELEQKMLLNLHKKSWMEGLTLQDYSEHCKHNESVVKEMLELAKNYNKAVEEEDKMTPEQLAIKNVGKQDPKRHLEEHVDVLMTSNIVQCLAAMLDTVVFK
DNMT1 block – inhibitors of human DNMT1 | P26358 | hit rate 0.83% among 360,000 | DNMT1 molecular beacon, Hinp1I cleavage, fluorescence | inhibition (reported as % activation of signal), % at 10 µM; in the data active means inhibition above about 50%
TbMetRS inhib – Trypanosoma brucei MetRS inhibition; hit rate 0.4% among 360,000; purified T. brucei MetRS, ATP depletion, Kinase-Glo luminescence; inhibition, % at 11.9 µM; AID 624268;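 active means inhibition above a per-plate cutoff of the control wells' mean inhibition plus 3 SD, cut at about 5.5% in these data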;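 further: 0% = DMSO wells median and 100% = median of wells with control inhibitor compound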
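Test system: purified T. brucei MetRS enzyme. Also added: ATP, methionine and E. coli bulk tRNA substrates. Compound: 11.9 µM single point. Schedule: 15 min enzyme-compound preincubation, 2 h reaction, 10 min detection, 25 °C. Signal: luciferase luminescence of residual ATP, Kinase-Glo. Evaluation: percent inhibition versus plate control medians. Controls: DMSO wells, low control.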
Scp1 inh – Scp-1 (human) phosphatase inhibition; Recombinant Scp1, phosphopeptide, malachite green phosphate absorbance; inhibition, % at 20 µM; hit rate 0.88% among 340,000;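 active means inhibition above about 50% at 20 µM, limit read from the data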;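 further: plate controls were DMSO wells with enzyme for no effect and wells lacking enzyme for full effect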
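Times: enzyme reaction 45 min at room temperature, colour 5 min, stabilisation 30 min. Material: SCP-1 catalytic fragment, aa 76-261. Medium: Acidic Tris acetate buffer with magnesium and detergent. Signal: colorimetric free-phosphate detection, absorbance 630 nm. Read-out basis: % inhibition of SCP-1 phosphate liberation. Reagent: Phosphorylated 17-residue peptide substrate.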
NadD inh – NadD (S. aureus) enzyme inhibition. inhibition, % at 20 µM. hit rate 0.78% among 360,000. purified NadD enzyme, colorimetric absorbance read-out. AID 602399; in the data active means inhibition above about 26%; further: some compounds past the cut are filed as inactive
STEP inh – STEP (human) phosphatase inhibition | P54829 | hit rate 0.25% among 360,000 | recombinant STEP, OMFP fluorogenic substrate, fluorescence | AID 588621 | inhibition, % at 20 µM;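 active means inhibition at 20 µM, scaled per plate between control wells, above about 37%, limit read from the data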;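 further: 0% = DMSO with enzyme and substrate and 100% = substrate only without enzyme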
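Test system: STEP tyrosine phosphatase / Reagent: OMFP at 25 µM / Doses: 20 µM, 1% DMSO / Read-out: percent inhibition scaled to no-enzyme and uninhibited-enzyme controls, plate-pattern corrected / Detection: FITC-channel fluorescence of OMFP product / Medium: Bis-Tris buffer pH 6.0, 2.5 mM DTT, 0.005% Tween 20 / Schedule: 20 min at room temperature, dark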
LMPTP inh – blocks human LMPTP phosphatase | P24666 | recombinant LMPTP-A, OMFP fluorogenic substrate, fluorescence intensity | inhibition, % at 20 µM | hit rate 0.22% among 360,000;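 active means compounds that cut the enzyme signal by at least half of the control window in the single-dose screen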;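 further: plate controls were DMSO wells with enzyme plus substrate for no effect and substrate without enzyme for full effect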
Target sequence (P24666 whole entry, looked up): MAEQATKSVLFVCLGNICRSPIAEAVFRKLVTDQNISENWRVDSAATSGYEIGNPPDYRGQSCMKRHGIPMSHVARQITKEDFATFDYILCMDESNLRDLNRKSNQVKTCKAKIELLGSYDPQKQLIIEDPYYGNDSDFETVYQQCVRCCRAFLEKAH
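Assay system: LMPTP-A enzyme. Input: 0.625 nM LMPTP-A final. Probe or stimulus: 400 µM OMFP. Compound dosing: single 20 µM dose. Schedule: 50 min dark incubation at room temperature. Detection: fluorescence intensity of OMFP turnover product. Read-out: percent inhibition versus substrate-only and uninhibited controls. Benchmarks: no-enzyme low control, uninhibited high control.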
SUMO1-SIM PPI – alters human SUMO1 binding to SIM partners; P63165; SUMO1 binding to a labelled peptide, TR-FRET, 1 h; inhibition, % at 20 µM; hit rate 0.33% among 360,000; in the data active means inhibition above about 37%
Target sequence (P63165 whole entry, looked up): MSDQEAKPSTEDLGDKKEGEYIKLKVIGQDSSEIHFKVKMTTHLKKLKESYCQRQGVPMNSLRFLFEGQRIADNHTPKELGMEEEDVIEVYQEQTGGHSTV
CSN inh – inhibitors of human CSN-mediated cullin deneddylation; Q92905; Purified CSN, SCF-Nedd8-OG deneddylation, fluorescence polarization; inhibition, % at 12.5 µM; hit rate 0.38% among 360,000; AID 651999;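 active means pattern-corrected inhibition above about 35%, with an unprinted fluorescence ratio check between 0.5 and 1.5, limit read from the data, passing the limit was not always enough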;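 further: 0% = enzyme with substrate and 100% = substrate without enzyme; some results filed as inactive read as strong as hits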
Target sequence (Q92905 whole entry, looked up, one chain of several): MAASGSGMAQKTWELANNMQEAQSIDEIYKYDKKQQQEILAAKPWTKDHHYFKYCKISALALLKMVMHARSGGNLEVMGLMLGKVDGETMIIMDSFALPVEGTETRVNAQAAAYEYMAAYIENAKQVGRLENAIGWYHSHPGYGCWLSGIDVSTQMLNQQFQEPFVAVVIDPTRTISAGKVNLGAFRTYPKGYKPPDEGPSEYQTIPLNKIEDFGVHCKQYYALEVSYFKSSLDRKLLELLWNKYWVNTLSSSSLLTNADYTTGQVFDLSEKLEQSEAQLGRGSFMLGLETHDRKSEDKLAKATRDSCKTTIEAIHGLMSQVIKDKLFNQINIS
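Detection – fluorescence polarization · System – HEK293T-derived human Csn5 enzyme · Controls – substrate-only high control, full reaction low control · Timing – 90 min, room temperature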
PABP1 MLLE inh – inhibitors of microRNA-mediated deadenylation, human PABP1 MLLE binding; GST-MLLE / FITC-PAM2 fluorescence polarization; inhibition, % at 20 µM; hit rate 0.36% among 360,000; AID 588489; in the data active means inhibition above about 35%, passing the limit was not always enough;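 further: plate controls were DMSO wells with GST-MLLE for no effect and wells lacking GST-MLLE protein for full effect; some results filed as inactive read as strong as hits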
An asterisk follows results filed as active; i = inactive; nt = not tested or not shown. This is a random part of the collection. About 3.6% of those tested had a hit in this group.

cpd	SMILES	Rpn11 block	DNMT1 block	TbMetRS inhib	Scp1 inh	NadD inh	STEP inh	LMPTP inh	SUMO1-SIM PPI	CSN inh	PABP1 MLLE inh
1	CNc1ccc(-c2cc(OC)ccc2OC)cn1	i	-1	-0.2	nt	0	5	-0.8	-4	-2	-4
2	CC1CCc2c(sc(NC(=O)c3nc4ncccn4n3)c2C#N)C1 (stereo not drawn)	i	-2	-0.4	-1	4	3	-1.4	-4	-2	26
3	Cc1cc(NC(=O)CSc2nc3ccc(Cl)cc3[nH]2)no1	i	1	5.5	-6	5	-1	0.9	3	-2	-9
4	O=C(OCc1cn([C@H]2C[C@H](c3ccc(Cl)cc3)N(Cc3cccs3)C[C@@H]2O)nn1)c1ccccc1	i	-15	-0.6	nt	3	2	4.3	1	4	10
5	CCc1nnc2n1N=C(c1ccc([N+](=O)[O-])cc1)CS2	i	-4	0.0	-5	-7	1	-1.3	-34	-3	-41
6	COc1ccccc1OCC(=O)OCc1cc(-c2ccco2)on1	i	3	-0.4	-1	-2	0	-0.7	1	3	19
7	O=C(NCCCCc1ccccc1)C1CC(c2cc(C(F)(F)F)cc(C(F)(F)F)c2)=NO1 (stereo not drawn)	i	3	-0.3	-3	6	1	1.1	3	3	-4
8	Cc1ccc2[nH]c(C(=O)N/N=C/c3ccccc3C(=O)O)c(-c3ccccc3)c2c1	i	0	2.0	-13	6	-2	0.7	-1	2	6
9	CC(C)(NC(=O)NC(CO)c1ccccc1)c1cccc(C(C)(C)NC(=O)NC(CO)c2ccccc2)c1 (stereo not drawn)	i	8	-0.3	-11	-7	-3	-0.9	2	0	10
10	Cc1sc2ncnc(NCC(c3ccco3)N(C)C)c2c1C (stereo not drawn)	i	0	-0.5	-4	8	0	-0.7	-1	1	16
11	C[C@@H]1CN([C@H](C)CO)C(=O)CCCn2nncc2CO[C@H]1CN(C)S(=O)(=O)c1ccc(F)cc1	i	4	-0.8	nt	1	0	-1.2	0	0	5
12	CCOCC(=O)Nc1cc([N+](=O)[O-])ccc1OC	i	1	-0.5	-15	-7	0	-3.0	-14	-18	11
13	O=C(Nc1cccc(S(=O)(=O)N2CCCCC2)c1)C1CCN(C(=O)c2ccc(Cl)cc2)CC1	i	-6	-0.2	-3	14	2	0.5	2	5	-52
14	CC1(C(=O)Nc2ccc3c(c2)OCCO3)CSCC(=O)N1C1CC1 (stereo not drawn)	nt	nt	-0.3	nt	nt	nt	-1.1	0	1	nt
15	CN(C(=O)COC(=O)c1c[nH]c(=O)[nH]c1=O)C1CCCCC1	i	-1	-0.6	41	1	-1	0.3	-2	4	4
16	COC(=O)C[C@@H]1OC[C@H](CO)N1S(=O)(=O)c1ccc(C)cc1	nt	nt	0.0	nt	nt	nt	-1.1	-3	2	nt
17	O=C(CCN1C(=O)C2CC=CCC2C1=O)Nc1ccccc1Cl (stereo not drawn)	i	10	-0.1	-5	-1	-1	-0.8	-7	-1	0
18	COc1cccc(C(=O)Nc2ccc3c(c2)n(C)c(=O)n3C)c1	i	0	-0.5	-10	3	0	-0.8	0	3	4
19	CCCSc1nc2cc(C)c(C)cc2n1CC(O)CO (stereo not drawn)	i	-5	-0.5	-2	-4	0	-1.1	1	0	-7
20	Cc1cc(=O)oc2c(CN3CCCC3)c(O)ccc12	i	1	-0.9	-13	-1	2	-0.4	4	-1	6

The closing 3 entries of the section above lead into the next:
cpd	SMILES	Rpn11 block	DNMT1 block	TbMetRS inhib	Scp1 inh	NadD inh	STEP inh	LMPTP inh	SUMO1-SIM PPI	CSN inh	PABP1 MLLE inh
18	COc1cccc(C(=O)Nc2ccc3c(c2)n(C)c(=O)n3C)c1	i	0	-0.5	-10	3	0	-0.8	0	3	4
19	CCCSc1nc2cc(C)c(C)cc2n1CC(O)CO (stereo not drawn)	i	-5	-0.5	-2	-4	0	-1.1	1	0	-7
20	Cc1cc(=O)oc2c(CN3CCCC3)c(O)ccc12	i	1	-0.9	-13	-1	2	-0.4	4	-1	6
21	O=c1[nH]c(=O)n(Cc2ccccc2)c2nc(-c3ccc(C(F)(F)F)cc3)n(CCO)c12	i	4	-0.1	-5	-4	0	1.0	6	-1	4
22	Cc1cccc(CN2C(=O)/C(=C\c3ccc(C(=O)NCCCN4CCN(C)CC4)cc3)Oc3ccccc32)c1	i	-3	0.6	nt	-7	10	-2.2	-178	-3	0
23	O=c1oc2ccccc2c2c1ncn2CCN1CCOCC1	i	0	-0.9	14	-7	-4	-3.0	4	-4	14
24	COc1ccc(/C=N/NC(=S)NC2CCS(=O)(=O)C2)cc1 (stereo not drawn)	i	-3	0.6	3	0	2	-2.4	0	-3	26
25	N/C(=N\OC(=O)CCCCCN1C(=O)c2ccccc2C1=O)c1ccccc1	i	-2	-0.7	-6	0	0	1.5	-9	3	-5
26	Cc1cc(=O)[nH]c(SCc2nnnn2-c2ccc(Cl)cc2)n1	i	4	0.6	-12	-3	-1	-1.6	2	2	24
27	CS(=O)(=O)N(CC(=O)Nc1cccc(Cl)c1)c1ccccc1Cl	i	4	0.4	-11	-7	-4	0.8	-3	-2	-3
28	COc1ccc(/C=C/C(=O)OCC(=O)Nc2c(C)cccc2C)cc1	i	0	-0.3	-3	-5	2	0.3	1	5	8
29	Cc1ccc(CN(CC(=O)NCc2ccc3c(c2)OCO3)C(=O)c2csnn2)cc1	i	-2	-0.3	-1	-1	4	-0.4	1	3	14
30	O=C(Nc1ccccc1)c1cc(C2COCCN2C(=O)CCCc2ccccc2)on1 (stereo not drawn)	i	3	-0.3	nt	-3	-2	0.9	2	-1	4
31	CC(OC(=O)[C@H](C)NC(=O)c1ccccc1Cl)C(=O)NCc1ccc2c(c1)OCO2 (stereo partly drawn)	i	3	-0.5	-4	-6	-1	0.0	-2	-1	10
32	NC(=O)c1cc([N+](=O)[O-])c(Cl)cc1NCc1ccccn1	i	-1	0.2	0	-1	-2	0.6	-15	111	10
33	Cn1nc(C(=O)OCC(=O)Nc2sccc2C(N)=O)c2ccccc2c1=O	i	3	0.2	6	-2	-2	3.8	-3	-4	-3
34	CCOc1ccc(NC(=O)CN(C)C(=O)c2cccc(S(=O)(=O)N3CCN(C)CC3)c2)cc1OCC	i	5	-0.1	-6	-2	0	-0.3	1	-1	-72
35	CCC(Sc1nncn1C)C(=O)Nc1nnc(-c2ccccc2Cl)s1 (stereo not drawn)	i	1	-0.4	0	4	-2	-0.6	4	4	-12
36	COc1ccc(C2N(c3ccccc3)C(=O)C2(F)F)cc1OC (stereo not drawn)	i	-1	-1.0	-3	-9	3	0.2	-2	0	15
37	C=CCOc1c(OC)cc(Cl)cc1C1NC(=O)NC(C)=C1C(C)=O (stereo not drawn)	i	7	-0.4	-8	-1	-4	-1.3	-2	17	0
38	COc1ccc(CCNC(=O)CSc2nnc3ccccn23)cc1	i	-4	0.0	-1	-3	0	-1.4	-3	-2	-34
39	C[C@H]1COC(=O)[C@@H](CC(=O)OC(C)(C)C)C/C=C\C[C@@H](CC(=O)N[C@H](CO)Cc2ccccc2)C(=O)N1	i	0	-0.3	-10	-3	-5	-0.3	-3	-2	-1
40	Cc1sc(NC(=O)c2sc3nc4c(C)cccc4cc3c2N)c(C#N)c1C	i	88*	-0.2	-4	62*	3	3.0	6	22	-8
41	Cc1ccc(C(=O)COC(=O)CNC(=O)c2ccc(N3C(=O)c4ccccc4C3=O)cc2)cc1C	i	23	0.2	-5	0	4	11	4	9	-5
42	O=C(NCCN1CCOCC1)Nc1cccc(Cl)c1	i	0	0.5	-6	-2	2	-1.2	-2	-1	5
43	CS(=O)(=O)c1ccc(Cl)c(NC(=O)CN2CCCC2c2ccc3c(c2)OCCCO3)c1 (stereo not drawn)	i	-1	0.5	-10	2	4	-0.6	3	4	6
44	CCC(C)Sc1ccc([C@H]2N[C@@](Cc3ccccc3)(C(=O)OC)[C@H]3C(=O)N(CC)C(=O)[C@@H]23)cc1OC (stereo partly drawn)	i	-7	0.2	0	-1	1	0.8	-1	1	-10
45	O=C(CSc1ccsc1[N+](=O)[O-])Nc1cccc(F)c1	i	96*	0.2	75*	0	3	25	-4	13	-1
46	CC(NC(=O)c1cnc2n(c1=O)CCS2)c1ccccc1 (stereo not drawn)	i	-2	0.7	-4	-2	2	-0.6	9	-1	-8
47	Cc1cc(N2CCCCC2)ccc1[N+](=O)[O-]	i	0	0.1	-10	-1	0	1.0	-20	-10	6
48	Nc1nc(-c2cccnc2)nn1C(=O)c1ccccc1Cl	i	-4	-0.5	3	-6	0	0.5	-1	3	8
49	COc1cc(/C=N/NC(=O)COc2c(C)cc([N+](=O)[O-])cc2C)ccc1OC(=O)c1ccccc1	i	-16	-1.0	-8	27	1	4.4	-4	4	-9
50	COCC(C)n1c(SCC(=O)NNC(=O)c2ccccc2)nc2ccccc2c1=O (stereo not drawn)	i	2	-1.3	-5	-2	-1	-2.1	2	-14	-5
51	O=C(Nc1ccc(F)cc1F)c1cc(-c2ccco2)on1	i	0	-0.6	-13	-8	-2	-0.2	-1	11	-7
52	CC(=O)c1cccc(S(=O)(=O)N2CCC(C(=O)O)(c3ccccc3)CC2)c1	i	-1	0.1	1	4	-1	-0.6	2	0	1
53	Cc1cc(C(F)(F)F)nc(SCCN2CCCCC2)c1C#N	i	0	1.6	-2	3	4	1.1	0	5	2
54	COc1cc(CNc2ccccc2SC)ccc1O	i	-19	-0.4	-2	-7	-3	0.2	0	-1	20
55	N#Cc1cccc(NC(=O)Cn2cnc(S(=O)(=O)N3CCc4ccccc43)c2)c1	i	-4	2.8	-1	-2	-1	1.8	-4	-3	-13
56	O=c1c2c3c(sc2nc(N2CCNCC2)n1CCc1ccccc1)CCCCC3	i	-5	2.5	4	-10	5	-0.4	-35	1	0
57	CN(CC(=O)Nc1cccc(F)c1)CC(=O)N(C)c1c(N)n(Cc2ccccc2)c(=O)[nH]c1=O	i	1	-0.2	-6	3	-2	-1.4	4	0	-11
58	O=C(c1c(F)cccc1F)N1CCC(O)(c2cccnc2)CC1	i	4	-0.1	32	0	-2	0.6	0	-1	-2

Compound activity deposited in PubChem by several laboratories.
